Source: PubChem (National Center for Advancing Translational Sciences (NCATS))
LmPK inhibitor = LmPK (Leishmania mexicana) enzyme inhibition. Q27686. Potency, µM (top dose mostly 57.5 µM), for the others: at the highest dose activity change, negative = inhibition, usual class: inhibitors. purified LmPK, Kinase-Glo ATP luminescence, 1 h. 290,000 compounds, 0.37% hits
Target sequence (Q27686 whole entry, looked up): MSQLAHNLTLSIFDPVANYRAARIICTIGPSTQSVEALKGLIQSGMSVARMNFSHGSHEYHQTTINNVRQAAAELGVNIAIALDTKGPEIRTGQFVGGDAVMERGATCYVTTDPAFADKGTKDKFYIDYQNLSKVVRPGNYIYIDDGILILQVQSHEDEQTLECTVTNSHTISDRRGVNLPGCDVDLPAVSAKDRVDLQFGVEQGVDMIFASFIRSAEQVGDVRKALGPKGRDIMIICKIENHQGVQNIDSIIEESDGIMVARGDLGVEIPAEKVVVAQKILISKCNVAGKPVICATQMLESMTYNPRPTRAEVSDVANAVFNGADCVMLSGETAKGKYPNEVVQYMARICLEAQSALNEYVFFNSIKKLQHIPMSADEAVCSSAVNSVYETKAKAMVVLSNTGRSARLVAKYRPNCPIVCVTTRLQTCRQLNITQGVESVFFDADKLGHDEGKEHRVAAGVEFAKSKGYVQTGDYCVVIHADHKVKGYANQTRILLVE
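0.1 nM LmPK, 0.5 mM PEP, 0.1 mM ADP; 50 mM imidazole pH 7.2, 7 mM MgCl2, 50 mM KCl; 1 h RT. Kinase-Glo luminescence readout, normalized to no-enzyme (full inhibition) and uninhibited wells.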
Tb PYK inh = T. brucei pyruvate kinase inhibition | Q57TT1 | TbPYK enzyme, Kinase-Glo Plus ATP luminescence, 45 min | Potency, µM (top dose mostly 76.8 µM), inactives show top-dose activity, negative = inhibition, usual class: inhibitors | 410,000 compounds, 0.12% hits; also: nearly all actives have a fitted effect of over 50% in size
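Luminescence from Kinase-Glo Plus, added after a 45-minute room-temperature reaction, served as the end-point read-out. The enzyme and substrate were preincubated with compound before ADP (130 uM final) initiated turnover. Concentration-effect curves came from normalized qHTS data.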
Sm TGR inh = inhibitors of Schistosoma mansoni thioredoxin glutathione reductase. Q962Y6. purified TGR, DTNB reduction, TNB absorbance 405 nm. Potency, µM (top dose mostly 114 µM), without a hit: at the top dose activity change, negative = inhibition, most hits filed as inhibitors. 360,000 compounds, 3% hits. AID 485364; also: nearly all actives have a fitted effect of over 60% in size
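Kinetic colorimetric format: TGR-catalysed, NADPH-driven DTNB reduction monitored via TNB absorbance. Enzyme dispensed at 20 nM; compound exposure 15 min at room temperature before reaction start.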
Pf growth 96h = P. falciparum growth inhibition at 96 hour, primary screen for plastid delayed-death inhibitors | Potency, µM (series often up to 28.7 µM), inactives show top-dose activity change, negative = inhibition, usual class: inhibitors | P. falciparum luciferase reporter growth, 96 h | 320,000 compounds, 6.9% hits
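P. falciparum expressing integrated firefly luciferase grown in erythrocytes (2% hematocrit, 0.05% parasitemia final) with compounds for 96 hours at 37 C, 5% CO2. Growth inhibition read as loss of luminescence after adding luciferase detection reagent.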
Pf growth 48h = P. falciparum growth inhibition at 48 hours (one generation) | P. falciparum luciferase growth in erythrocytes, 48 h | Potency, µM (series often up to 28.7 µM), for inactives: at the top dose activity change, negative = inhibition, most hits filed as inhibitors | 310,000 compounds, 5.9% hits
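Luciferase-expressing P. falciparum in infected erythrocytes (2% hematocrit, 0.1% parasitemia final) in RPMI 1640/0.5% Albumax were exposed to compound for 48 hours at 37 C, 5% CO2; growth read as luminescence.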
HCV inhibitor = blocks hepatitis C virus; AID 651820; 340,000 compounds, 3.4% hits; Potency, µM (series often up to 41.8 µM), without a hit: at the highest dose activity change, negative = inhibition, actives largely listed as inhibitors; Huh7.5.1 HCVcc-Cre infection, luciferase reporter, 44 h
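Infectious HCVcc-Cre (~0.5 moi) was added to cells just after compound, with cells seeded 4 h earlier at 1,000 per well. Luciferase activity after 44 h culture reported infection; substrate was incubated 15 min at room temperature before reading.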
Starred values were filed as active, the others as inactive; ? = inconclusive; nt = not tested or not shown; & = joins results of further samples; [ ] = another dose, or the depositor's remark. Calls follow the shape of the dose curve; as a rule, active = well fitted curve in the direction sought with a large enough effect; inconclusive = small, poorly fitted or top-dose-only effect, or another doubt; inactive = no such curve, though single readings can be large; an effect the other way counts as inactive or inconclusive. % is scaled to controls: 0 for no effect and ±100 for the full control effect; potency is read from the fitted curve at half-maximal effect.

Start of the data: the first 13 compounds, ahead of the listing:
#	SMILES	LmPK inhibitor	Tb PYK inh	Sm TGR inh
1	CCCCN(C(=O)C1CC(=O)N(c2ccc3c(c2)OCCO3)C1)c1c(N)n(CC(C)C)c(=O)[nH]c1=O (centres undefined)	nt	4%	-3%
2	CN(C)CCCNC(=S)N(CCN(C)C)Cc1cc2cc3c(cc2[nH]c1=O)OCCO3	2%	-1%	45µM*
3	CC(C(=O)O)N(c1ccccc1Cl)S(C)(=O)=O (centres undefined)	nt	8%	-4%
4	CC(=O)Nc1ccc2nc(NC(=O)COc3ccccc3C)sc2c1	14%	-1%	-1%
5	Nc1nc(C2CCOCC2)cs1	6%	2%	-4%
6	O=C(NC(Cc1ccccc1)C(=O)O)/C(=C/c1ccccc1)NC(=O)c1cccc(Br)c1 (centres undefined)	7%	3%	-3%
7	Nc1cc(S(=O)(=O)Nc2ccccc2Cl)ccc1N1CCCC1	9%	-2%	6%
8	Cc1ncccc1C(=O)N1CCCC(CCC(=O)N2CCN(c3ccccn3)CC2)C1 (centres undefined)	10%	-1%	4%
9	CCn1c(NCc2ccc(OC)cc2)nc2ccccc21	-6%	2%&-9%	-7%&12%
10	c1ccn2c(CNc3ncnc4sccc34)nnc2c1	-3%	-1%	2%
11	COc1ccc(N(C)S(=O)(=O)c2cccc(C(=O)NCc3ccc(C)cc3)c2)cc1	nt	-3%	5%
12	CC(C#N)(NC(=O)CN1CCN(S(=O)(=O)c2cc(C(F)(F)F)ccc2Cl)CC1)C1CC1 (centres undefined)	nt	1%	-9%

#	Pf growth 96h	Pf growth 48h	HCV inhibitor
1	94%[activator]	-13%	1%
2	?	0%	5%
3	55%[activator]	?	16%
4	?	21%	-16%
5	12%	20%	7%
6	39%[activator]	12%	15%
7	9%	2%	?
8	10%	6%	-4%
9	-11%	-45%	-2%
10	?	-26%	-16%
11	5.9µM*	-11%	?
12	?	?	-20%

#	SMILES	LmPK inhibitor	Tb PYK inh	Sm TGR inh
13	CC(=O)c1ccc2c(c1)CC(C)C(=O)N2C (centres undefined)	-4%	3%	3%

#	Pf growth 96h	Pf growth 48h	HCV inhibitor
13	-14%	22%	18%

Main list, from the start:
#	SMILES	LmPK inhibitor	Tb PYK inh	Sm TGR inh
1	CCCCN(C(=O)C1CC(=O)N(c2ccc3c(c2)OCCO3)C1)c1c(N)n(CC(C)C)c(=O)[nH]c1=O (centres undefined)	nt	4%	-3%
2	CN(C)CCCNC(=S)N(CCN(C)C)Cc1cc2cc3c(cc2[nH]c1=O)OCCO3	2%	-1%	45µM*
3	CC(C(=O)O)N(c1ccccc1Cl)S(C)(=O)=O (centres undefined)	nt	8%	-4%
4	CC(=O)Nc1ccc2nc(NC(=O)COc3ccccc3C)sc2c1	14%	-1%	-1%
5	Nc1nc(C2CCOCC2)cs1	6%	2%	-4%
6	O=C(NC(Cc1ccccc1)C(=O)O)/C(=C/c1ccccc1)NC(=O)c1cccc(Br)c1 (centres undefined)	7%	3%	-3%
7	Nc1cc(S(=O)(=O)Nc2ccccc2Cl)ccc1N1CCCC1	9%	-2%	6%
8	Cc1ncccc1C(=O)N1CCCC(CCC(=O)N2CCN(c3ccccn3)CC2)C1 (centres undefined)	10%	-1%	4%
9	CCn1c(NCc2ccc(OC)cc2)nc2ccccc21	-6%	2%&-9%	-7%&12%
10	c1ccn2c(CNc3ncnc4sccc34)nnc2c1	-3%	-1%	2%

#	Pf growth 96h	Pf growth 48h	HCV inhibitor
1	94%[activator]	-13%	1%
2	?	0%	5%
3	55%[activator]	?	16%
4	?	21%	-16%
5	12%	20%	7%
6	39%[activator]	12%	15%
7	9%	2%	?
8	10%	6%	-4%
9	-11%	-45%	-2%
10	?	-26%	-16%

Continuation:
#	SMILES	LmPK inhibitor	Tb PYK inh	Sm TGR inh
11	COc1ccc(N(C)S(=O)(=O)c2cccc(C(=O)NCc3ccc(C)cc3)c2)cc1	nt	-3%	5%
12	CC(C#N)(NC(=O)CN1CCN(S(=O)(=O)c2cc(C(F)(F)F)ccc2Cl)CC1)C1CC1 (centres undefined)	nt	1%	-9%
13	CC(=O)c1ccc2c(c1)CC(C)C(=O)N2C (centres undefined)	-4%	3%	3%
14	O=C(Cn1c(COc2ccccc2)nc2ccccc21)Nc1cc(Cl)cc(Cl)c1	4%	29%	5%
15	Cc1ccc(S(=O)(=O)Nc2cccc(C(=O)NCC3CCCO3)c2)cc1F (centres undefined)	nt	3%	-4%
16	CCCC(=O)NCCCCNC(=O)CCC	4%	-5%	6%
17	O=C(O)/C=C/c1cn(-c2ccccc2)nc1-c1cccs1	6%	6%	10%
18	Cc1ccc(C(C(=O)NC2CCCC2)N(C(=O)Cc2cccs2)c2ccc3c(c2)OCCO3)cc1 (centres undefined)	1%	7%	-7%
19	O=C(O)c1ccc(CNCc2ccccc2Cl)cc1	-6%	0%	13%
20	NCCc1nnc(SCc2c(Cl)cccc2Cl)o1	2%	-2%	1%

#	Pf growth 96h	Pf growth 48h	HCV inhibitor
11	5.9µM*	-11%	?
12	?	?	-20%
13	-14%	22%	18%
14	?	?	1%
15	-2%	-7%	-1%
16	1%	-3%	5%
17	54%[activator]	43%[activator]	-4%
18	?	3.3µM*	?
19	nt	10%	-4%
20	71%[activator]	-1%	7%

(list continues)
#	SMILES	LmPK inhibitor	Tb PYK inh	Sm TGR inh
21	Cn1c(-c2ccc(C(C)(C)C)cc2)n[nH]c1=S	-23%	?	2%
22	CCNc1nc(NCC)n2c(SCC(=O)Nc3ccccc3C(F)(F)F)nnc2n1	nt	0%	-1%
23	CCCCCCn1c(O)c(C=NC2CCCCC2N)c(=O)[nH]c1=O (centres undefined)	4%	0%	-4%
24	C/C(=N\NC(=O)Cc1ccc(O)cc1)c1cccnc1	0%	6%	1%
25	CS(=O)(=O)N(CCc1ccccc1)CC(=O)N1CCCC1	4%	-3%	8%
26	O=C(CN1CCN(c2ccc(F)cc2)CC1)N1CCOCC1	-1%	3%	-23%
27	Cc1cc(Cl)c(S(=O)(=O)N2CC(C)OC(C)C2)cc1OCC(N)=O (centres undefined)	0%	-7%	-1%
28	CCOc1ccccc1/C=C(/C#N)C(N)=O	-2%	5%	17%
29	C=CCN(CC=C)C(=O)Nc1ccc(OCC)cc1	-1%	4%	nt
30	NC(=O)COC(=O)c1ccccc1OCc1ccc(Cl)cc1	3%	2%	-12%

#	Pf growth 96h	Pf growth 48h	HCV inhibitor
21	-21%	60%[activator]	6%
22	?	?	17%
23	6.6µM*	8%	-3%
24	?	8%	-4%
25	18%	-1%	7%
26	nt	-5%	14%
27	22%	-14%	6%
28	?	4%	9%
29	-31%	22%	13%
30	18%	-11%	-1%

The list continues:
#	SMILES	LmPK inhibitor	Tb PYK inh	Sm TGR inh
31	Nc1nonc1-n1nnc(C(=O)N/N=C/c2cc(Br)ccc2O)c1CSC1=NCCS1	4%	?	-3%
32	COc1ccc(CCNC(=O)Cn2c(=O)oc3cc(Cl)ccc32)cc1OC	-1%	-1%	0%
33	Cc1oc2c(CN3CCCCC3)c(O)ccc2c(=O)c1-c1ccc(Cl)cc1	5%	0%	3%
34	COc1ccc(N2CCN(C(=O)c3ccc4c(=O)n(CC5CCCO5)c(=O)[nH]c4c3)CC2)cc1 (centres undefined)	-8%	-2%	2%
35	CCc1c(C)nc(SCC(=O)Nc2ccc(Br)cc2)[nH]c1=O	10%	1%	6%
36	Cc1nc2ccccc2nc1N1CCC(C)CC1	-3%	-4%	2%
37	O=C(NCc1ccc(C(=O)O)cc1)OCc1ccccc1	-3%	-1%	12%
38	Cc1cc(/C=C2/SC(=O)N(CC(=O)N3CCOCC3)C2=O)c(C)n1-c1ccccc1F	0%	4%	-8%
39	CCn1c(=O)c2cc(S(=O)(=O)NCCOc3ccccc3)ccc2n(CC)c1=O	0%	-1%	6%
40	COc1ccc(NC(=O)c2cc(S(=O)(=O)N3CCS(=O)(=O)CC3)ccc2Cl)cc1	3%	3%	-10%

#	Pf growth 96h	Pf growth 48h	HCV inhibitor
31	-102%	?	?
32	?	-26%	-9%
33	?	1.7µM*	2%
34	?	-4%	-19%
35	?	nt	1%
36	nt	27%	-1%
37	?	13%	12%
38	30%	67%[activator]	?
39	nt	-17%	-8%
40	?	23%	?

Next part; it opens with the two that closed the last part.
#	SMILES	LmPK inhibitor	Tb PYK inh	Sm TGR inh
39	CCn1c(=O)c2cc(S(=O)(=O)NCCOc3ccccc3)ccc2n(CC)c1=O	0%	-1%	6%
40	COc1ccc(NC(=O)c2cc(S(=O)(=O)N3CCS(=O)(=O)CC3)ccc2Cl)cc1	3%	3%	-10%
41	CCOC(=O)C1CCN(C(=O)CCc2c(C)nc3c(-c4ccc(F)cc4)c(C)nn3c2C)CC1	12%	4%	2%
42	Cc1ccc(C(=O)Nn2c(N)c(S(=O)(=O)c3ccc(C)cc3)c3nc4ccccc4nc32)cc1	4%	3%	1%
43	COc1cc(C(=S)N2CCOCC2)ccc1OC(=O)c1cc([N+](=O)[O-])c(C)c([N+](=O)[O-])c1	4%	-12%	-13%
44	N=c1n(CC(=O)c2ccc([N+](=O)[O-])cc2)c2ccccc2n1Cc1ccccc1	-1%	-4%	8%
45	CCOc1ccc(-c2c(=O)n(OCC)c3ccccc3[n+]2[O-])cc1	-8%	-3%	-6%
46	COC(=O)C1=C(c2ccc(C(C)=O)cc2)C[C@@H]2CC[C@H]1N2C(=O)NCCOc1ccccc1Cl	nt	0%	6%
47	O=S(=O)(CCc1nc2ccccc2o1)c1ccc2ccccc2c1	2%	1%	2%
48	O=C(NCc1ccncc1)C(=O)Nc1nccs1	-1%	2%	0%
49	O=C(NOC(=O)c1c(F)cccc1Cl)c1ccc(Cl)c(Cl)c1	2%	0%	28%
50	CC(C)(C)NC(=S)N1CCn2cccc2C1c1cccnc1 (centres undefined)	1%	1%	-24%

#	Pf growth 96h	Pf growth 48h	HCV inhibitor
39	nt	-17%	-8%
40	?	23%	?
41	10µM*	nt	12%
42	?	nt	-28%
43	1.7µM*	-1%	0%
44	?	8.3µM*	?
45	51%[activator]	nt	11%
46	?	?	?
47	nt	5%	1%
48	18%	13%	23%
49	16%	nt	33%[activator]
50	9.3µM*	4%	8%

Going on with the list:
#	SMILES	LmPK inhibitor	Tb PYK inh	Sm TGR inh
51	Cc1cc(Cl)ccc1OC(C)c1nnc(N)s1 (centres undefined)	5%	-3%	-7%
52	COCc1cc(CN2CCN(CCc3ccccc3)C(CCO)C2)ccc1OC (centres undefined)	-1%	-1%	-4%
53	O=C(CCn1c(=O)oc2ccc(Cl)cc21)N1CCN(Cc2ccccc2)CC1	6%	-7%	1%
54	CC(C)(C)Cc1nnc(NC(=O)c2ccco2)s1	2%	5%	85%[activator]
55	CN(C)CCCn1c(SCc2c(Cl)cccc2Cl)nnc1-c1ccncc1	1%	3%	0%
56	CCOC(=O)c1csc(-c2snnc2C)n1	-5%	5%	26%
57	COC(=O)c1cnn(C(=O)c2ccccc2Br)c1N	13%	-2%	1%
58	Cc1ccc(C)c(OCC(=O)Nc2ccc(N3CCOCC3)cc2N2CCOCC2)c1	nt	-2%	-17%
59	COc1ccc(NS(=O)(=O)c2cc(NC(=O)CCNC(=O)c3ccco3)ccc2OC)cc1	nt	-4%	-10%
60	Cc1c(N=Cc2ccc(Br)s2)cccc1[N+](=O)[O-]	-3%	-8%	-1%

#	Pf growth 96h	Pf growth 48h	HCV inhibitor
51	?	nt	0%
52	-26%	-20%	0%
53	?	0%	2%
54	?	19%	17%
55	22%	-3%	5%
56	30%[activator]	116%[activator]	10%
57	84%[activator]	4%	13%
58	?	?	2%
59	-15%	?	15%
60	0%	22%	26%
